# PAD4 inh – PAD4 (human) enzyme inhibition | Q9UM07 | recombinant PAD4, RCA probe fluorescence polarization | inhibition, % at 6.36 µM | 330,000 compounds, 0.41% hits | AID 485272;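 active = percent inhibition above a cutoff equal to the mean of all tested compounds plus 3 SD, cut at about 15% in these data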;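 note: 0% = PAD4 with RCA probe and DMSO and 100% = probe without PAD4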
# Target sequence (Q9UM07 whole entry, looked up): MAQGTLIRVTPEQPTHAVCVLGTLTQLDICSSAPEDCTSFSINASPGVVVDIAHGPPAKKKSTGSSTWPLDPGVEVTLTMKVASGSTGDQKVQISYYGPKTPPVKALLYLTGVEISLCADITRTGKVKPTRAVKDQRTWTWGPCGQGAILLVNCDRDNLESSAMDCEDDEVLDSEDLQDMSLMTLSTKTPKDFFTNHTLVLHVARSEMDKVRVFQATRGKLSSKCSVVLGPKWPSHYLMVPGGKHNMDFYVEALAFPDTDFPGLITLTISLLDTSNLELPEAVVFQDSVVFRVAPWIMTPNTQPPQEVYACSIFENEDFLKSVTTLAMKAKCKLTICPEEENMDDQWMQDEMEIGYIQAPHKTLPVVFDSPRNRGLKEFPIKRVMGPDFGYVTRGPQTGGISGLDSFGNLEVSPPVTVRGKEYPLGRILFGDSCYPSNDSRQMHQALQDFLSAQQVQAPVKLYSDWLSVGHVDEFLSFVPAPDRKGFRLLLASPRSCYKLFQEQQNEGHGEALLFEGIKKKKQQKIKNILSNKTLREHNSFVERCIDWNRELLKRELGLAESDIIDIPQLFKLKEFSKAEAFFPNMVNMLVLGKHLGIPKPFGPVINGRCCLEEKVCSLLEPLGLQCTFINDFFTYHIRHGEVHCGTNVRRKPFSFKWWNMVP
# ZTA counter – ZTA (EBV) inhibition in EBNA-1 counter-screen; P03206; ZTA-DNA binding, fluorescence polarization; inhibition, % at 11 µM; 320,000 compounds, 0.15% hits; AID 2234; in the data active = inhibition above about 33%
# GSTO1 inh – GSTO1 inhibition, counter-screen for RBBP9 inhibitors. P78417. recombinant GSTO1, activity-based probe fluorescence polarization. inhibition, % at 5.96 µM. 300,000 compounds, 1.1% hits;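 active = inhibition above the campaign mean inhibition plus 3 SD, cut at about 35% in these data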;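 note: 0% = GSTO1-1 with DMSO and 100% = wells lacking GSTO1-1 enzyme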
# Target sequence (P78417 whole entry, looked up): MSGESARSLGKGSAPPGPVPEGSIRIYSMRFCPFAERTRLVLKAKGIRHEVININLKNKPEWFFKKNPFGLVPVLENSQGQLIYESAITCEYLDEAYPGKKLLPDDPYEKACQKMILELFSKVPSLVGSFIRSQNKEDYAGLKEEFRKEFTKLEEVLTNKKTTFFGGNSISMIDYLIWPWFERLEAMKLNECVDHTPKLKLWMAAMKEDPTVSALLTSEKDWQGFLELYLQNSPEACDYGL
# EBNA-1 inhibitor – blocks EBNA-1 binding to DNA; EBNA-1 DNA binding, fluorescence polarization; AID 1950; inhibition, % at 14.8 µM; 300,000 compounds, 0.34% hits; in the data active = inhibition above about 28%
# LYPLA1 counter – counter-screen for PME1 inhibitors: inhibitors of human LYPLA1; inhibition, % at 5.9 µM; AID 2174; 320,000 compounds, 0.16% hits; recombinant LYPLA1, FP-Rh probe fluorescence polarization; O75608;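 active = inhibition above the mean of all tested compounds plus 3 SD, set per campaign, cut at about 14% in these data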;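 note: inhibitors block serine hydrolase probe labeling of LYPLA1 so polarization falls; 0% = enzyme with DMSO and 100% = wells lacking LYPLA1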
# PAFAH2 FP inh – PAFAH2 (human) inhibition. recombinant PAFAH2, FP-rhodamine activity probe, fluorescence polarization. inhibition, % at 3.39 µM. 340,000 compounds, 0.99% hits;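 active = inhibition above the mean over all tested compounds plus 3 SD, cut at about 30% in these data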;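 note: inhibitors block probe labeling of enzyme so polarization drops; 0% = enzyme with DMSO and 100% = wells lacking PAFAH2 protein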
# LYPLA2 inh – blocks human lysophospholipase 2, a PME1 counter-screen; recombinant LYPLA2, FP-Rh probe fluorescence polarization; inhibition, % at 5.9 µM; 320,000 compounds, 0.38% hits;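 active = inhibition above the screen-wide mean plus 3 SD, limit set per campaign, cut at about 26% in these data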;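 note: 0% = LYPLA2 with DMSO and 100% = wells lacking LYPLA2 enzyme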
# PREPL inh – human PREPL enzyme inhibition. inhibition, % at 5.96 µM. recombinant PREPL, fluorescence polarization activity-based probe. 320,000 compounds, 0.68% hits. Q4J6C6; in the data active = inhibition above about 43%;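 note: 0% = enzyme with DMSO and 100% = wells lacking enzyme; many of its hits are not listed in these tables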
# PAFAH1B3 FP inh – blocks human PAF acetylhydrolase 1B catalytic subunit 3 | recombinant PAFAH1B3, FP-rhodamine probe, fluorescence polarization | 340,000 compounds, 0.28% hits | Q15102 | AID 492972 | inhibition, % at 3.39 µM;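 active = inhibition above the screen-wide average of all tested compounds plus 3 SD, cut at about 25% in these data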;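 note: 0% = enzyme with DMSO only and 100% = wells lacking PAFAH1B3 protein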
# An asterisk follows results filed as active; nt = not tested or not shown; & = joins results of further samples. The list is partial. The share of hits here may be higher or lower than overall.
SMILES	PAFAH2 FP inh	PAD4 inh	GSTO1 inh	ZTA counter	LYPLA2 inh	LYPLA1 counter	EBNA-1 inhibitor	PAFAH1B3 FP inh	PREPL inh
CCc1ccc(N(C(=O)c2csnn2)C(C(=O)NC(C)(C)C)c2cccnc2)cc1 (stereo unspecified)	9.2	-5.3	4.5	12.3	-0.3	0.7	-2.4	5.2	-1.8
CCCOc1ccc(C(=O)Nc2ccc(S(=O)(=O)Nc3cc(C)nc(C)n3)cc2)cc1	-3.1	3.2	2.3	-10.9	-1.3	-0.6	-4.2	-2.9	-7.7
CC(C(=O)O)c1ccc(-c2ccccc2)c(F)c1 (stereo unspecified)	-0.3&7.5	-4.3&-3.3	25.7	24.1	4.1	3.5	6.2	2.9&15.3	1.5&3.1
CC(C)CN(C(=O)COC(=O)c1cnc(Cl)c(Cl)c1)c1c(N)n(Cc2ccccc2)c(=O)[nH]c1=O	-7.0	0.8	-8.3	-12.5	3.6	2.2	4.2	5.9	23.8
CN1CCN(c2ccc(Cl)cc2NC(=O)/C=C/c2cccc(F)c2)CC1	6.7	-6.5	4.8	0.4	-3.3	0.9	-19.4	9.4	5.5
O=c1c2c3c(sc2ncn1/N=C/c1ccncc1)CCCC3	0.0	1.0	-5.9	7.9	4.2	-1.9	-1.7	8.7	-6.6
COc1ccc(C(=O)COC(=O)CNC(=O)c2cccs2)cc1Br	9.7	3.4	2.2	12.2	-2.9	-3.8	-13.1	-2.5	4.7
Cc1onc(-c2ccccc2)c1C(=O)NCCCc1ccccc1	-4.2	-12.9	nt	-1.4	-0.8	0.2	nt	6.8	-5.6
COc1ccc(-c2csc3nc(-c4cccnc4)nc(N4CCC(C(N)=O)CC4)c23)cc1OC	-1.7	6.8	-5.2	5.8	0.5	0.1	4.9	5.7	2.1
CC(C)C(=O)Nc1cccc(C(=O)Nc2cc([N+](=O)[O-])ccc2Cl)c1	-8.2	0.3	-3.5	6.8	-3.4	-1.0	-0.1	-6.2	-0.5
C=CCNc1nnc(SCC(=O)N2CCC(C(N)=O)CC2)s1	2.5	1.7	0.4	2.9	2.4	-0.4	-0.5	-1.7	16.1
COc1ccc2c(c1)O[C@@H](c1cccc(C(F)(F)F)c1)[C@H](OC(=O)Nc1ccc(OC(F)F)cc1)C2=O	nt	-4.1	-8.0	-22.4	-43.0	-27.0	-0.1	nt	-12.9
Cc1cccc2cc(C#N)c(SCC#N)nc12	-2.7	-1.9	-1.8	-5.2	-7.7	-1.3	-6.8	7.0	10.0
Cc1c(C(=O)NCc2cccnc2)sc2nc(-c3ccc(F)cc3)cn12	-5.9	-0.2	-3.5	3.0	5.6	-2.7	1.2	-2.9	-67.8
CSc1sccc1/C=N/NC(=O)c1ccncc1	8.3	1.7	4.5	2.6	-3.1	-1.3	4.7	1.3	0.1

# Other results follow:
SMILES	PAFAH2 FP inh	PAD4 inh	GSTO1 inh	ZTA counter	LYPLA2 inh	LYPLA1 counter	EBNA-1 inhibitor	PAFAH1B3 FP inh	PREPL inh
CN(C)CCCNc1cn[nH]c(=O)c1Cl	-0.3	60.4*	-5.2	7.3	-2.1	-1.7	9.4	7.7	2.8
Cc1ccc(NC(=O)CN(C)C(=O)c2cc(S(=O)(=O)N(C)C)ccc2N2CCCC2)cc1	8.3	0.3	6.3	-2.2	-1.7	1.6	12.9	11.6	5.7
COC(=O)c1cccc(NC(=O)Cc2ccc(OC)cc2)c1C	-13.3	0.2	9.2	-9.1	-4.7	3.2	-1.1	-5.7	-1.9
Cc1ccc(-c2csc(N3CCN(c4cc5c(cc4Cl)nc(-c4ccncc4)n5CCN4CCCCC4)CC3)n2)cc1	12.8	-3.7	11.0	24.4	-5.2	-2.2	7.0	5.2	44.6*
Cc1cc(C)c2c(-n3cccc3)c(NC(=O)OC(C)C)sc2n1	-3.6	-2.4	3.1	8.6	-6.6	0.4	-6.7	-6.9	-1.5
CC(C)c1ccc(CNc2ccc([N+](=O)[O-])cn2)cc1	-3.2	1.3	2.6	-14.1	9.0	-3.7	-2.5	6.8	11.4
COc1cccc(C(=O)Nc2ccc(NC(=O)c3ccco3)nc2)c1	0.9	-3.1	-5.9	6.2	3.8	-0.1	-11.4	2.0	16.1
CNC(=O)[C@H]1O[C@@H](n2cnc3c(NCc4cccc(I)c4)ncnc32)[C@H](O)[C@@H]1O	4.8	-0.2	8.5	-2.1	9.8	-1.2	-9.8	0.6	-9.3
O=C1ON=C(c2ccccc2)/C1=C\c1ccco1	2.6	-8.4	19.1	0.7	-6.9	-2.1	-1.5	8.7	-7.8
CCn1c(C2CC(=O)N(Cc3ccccc3)C2)nc2ccccc21 (stereo unspecified)	-1.3	-2.0	-0.3	6.0	-5.1	-1.0	-3.6	3.8	10.5
COc1ccc(/C=N/NC(=O)c2cccc(NC(C)=O)c2)c(OC)c1	-1.1	-4.2	0.1	3.0	-6.5	0.7	-12.1	0.2	7.3
O=C(NCc1ccccc1)c1ccc(NC(=O)C2CCCO2)cc1 (stereo unspecified)	-0.5	-1.4	7.1	3.2	2.2	-2.8	-1.7	6.0	-5.9
COc1cccc2c1OCC/C2=N\NC(=O)COc1ccc(C)cc1	-0.8	-0.6	-0.1	6.6	-3.5	-2.5	0.5	7.5	-5.4
CCc1cc2cccc(C)c2nc1SCC(=O)c1ccc(NC(C)=O)cc1	-30.1	0.9	-0.7	3.6	-55.2	-29.5	12.7	5.7	-7.1
CC(=O)Nc1ccc(NC(=O)C(C)Oc2ccc(Cl)cc2Cl)cc1 (stereo unspecified)	4.4	-4.2	2.5	3.4	1.2	1.0	6.2	4.0	-4.5

# More results.
SMILES	PAFAH2 FP inh	PAD4 inh	GSTO1 inh	ZTA counter	LYPLA2 inh	LYPLA1 counter	EBNA-1 inhibitor	PAFAH1B3 FP inh	PREPL inh
COc1ccc(-c2nn(-c3ccccc3)cc2/C=N/NS(=O)(=O)c2ccccc2)cc1	4.2	-5.5	-10.2	-36.9	-0.2	-3.1	2.8	8.8	-0.9
COc1ccc(/C=C(/C(=O)c2ccc(Cl)cc2Cl)n2cncn2)cc1	6.3	-4.9	1.7	14.1	0.8	-2.5	4.0	9.7	-15.5
c1ccc2c(c1)NC1(CCCCC1)n1c-2nc2ccccc21	4.9	0.2	2.8	3.9	-5.7	-1.6	-5.2	-6.7	9.2
COC(=O)CSc1[nH]c2ccc(F)cc2c1[N+](=O)[O-]	3.2	7.0	-5.3	2.1	-5.7	-3.2	-6.8	10.0	15.9
CCC(=O)c1ccc(OCC(=O)OCC(=O)N(C)CC(=O)Nc2ccc(F)cc2)cc1	4.3	-4.0	0.1	1.2	-2.8	-1.6	-13.2	8.2	-9.4
O=C(CN1CCOCC1)Nc1cc(Cl)ccc1Cl	-3.1	-3.7	2.7	-5.9	4.8	5.0	11.1	1.3	-2.7
COc1ccc(C(=O)C2CCCN(Cc3ccc4nonc4c3)C2)c(C)c1 (stereo unspecified)	2.8	3.3	13.0	3.6	5.1	2.8	5.4	-2.7	-17.4
O=C(O)c1cccc(Sc2ccc(Br)cc2C(=O)O)c1	-11.4	-3.1	nt	1.4	-10.0	0.8	nt	4.6	5.2
Cc1ccc(S(=O)(=O)N2CCC(C(=O)Nc3cc(C(F)(F)F)ccc3N3CCOCC3)CC2)cc1C	-2.4	7.9	0.7	6.3	0.8	-2.6	-8.2	1.8	0.9
COc1ccc(-n2nc(C(=O)NCC(=O)NCc3ccccc3OC)c3ccccc3c2=O)c(OC)c1	5.5	1.4	3.5	1.8	6.2	-1.9	-4.4	4.8	8.9
O=C(Cn1cnc2c(cnn2-c2ccccc2Cl)c1=O)N1CCc2ccccc21	-9.6	-2.1	-3.5	6.5	-3.6	0.2	13.2	-1.7	-2.4
CCOC(=O)c1ccc2ncc(C(=O)OCC)c(Nc3ccc(N4CCOCC4)cc3)c2c1	7.0	-0.8	1.2	12.0	3.1	2.5	0.4	4.3	45.1*
CS(=O)(=O)N(CC(=O)Nc1cc(Cl)ccc1Cl)c1ccccc1Cl	-7.9	-0.4	3.8	-2.6	2.7	3.0	-5.8	4.5	2.1
CC(C)CN(CC(C)C)S(=O)(=O)N1CCC(C(=O)NCCN2CCOCC2)CC1	1.2	3.5	-7.2	2.3	5.8	4.5	7.5	-7.1	7.1
Cc1csc(NC(=O)/C=C/c2ccco2)n1	-3.4	0.8	-1.1	-1.1	5.3	2.9	13.8	2.4	4.4

# (next part)
SMILES	PAFAH2 FP inh	PAD4 inh	GSTO1 inh	ZTA counter	LYPLA2 inh	LYPLA1 counter	EBNA-1 inhibitor	PAFAH1B3 FP inh	PREPL inh
O=S(=O)(Nc1ccc2c(c1)OCO2)c1ccc(Br)s1	-7.0	-0.1	15.9	-16.8	-1.9	-0.7	-9.3	-1.2	9.1
CCC(C(=O)OCC(=O)N(CCOC)c1c(N)n(Cc2ccccc2)c(=O)[nH]c1=O)c1ccccc1 (stereo unspecified)	-9.8	4.6	-1.6	3.4	4.6	0.4	2.6	0.9	4.6
CCN(CC(=O)Nc1ccc(NC(C)=O)cc1)C(=O)c1cc(S(=O)(=O)N2CCCCCC2)ccc1OC	2.0	-0.7	3.5	12.3	-4.5	0.0	6.7	0.0	-2.0
CCOCC(=O)Nc1ccc(S(=O)(=O)Nc2ncccn2)cc1	1.7	-4.6	21.5	4.0	3.1	1.3	1.1	4.2	3.1
COc1ccc(C(=O)OCC(=O)c2c[nH]c3ccccc23)cc1OC	46.7*	-7.1	nt	5.5	0.1	-2.1	nt	-0.3	14.2
CCc1ccccc1NC(=O)/C(C#N)=C/c1ccc(Sc2ccccc2)o1	7.0	-0.5	-1.5	-2.1	-15.1	-5.9	-5.3	-3.4	-8.4
CSc1nc(SCC(=O)NCc2ccco2)c2c3c(sc2n1)COC(C)(C)C3	1.2	-4.2	-6.7	-2.9	-11.2	-5.6	0.7	5.5	11.8
O=C(CSc1ncn[nH]1)Nc1c(F)cc(F)cc1Br	-4.8	-2.8	4.8	1.7	0.8	-1.1	2.9	6.8	6.3
CCOC(=O)C(C)Sc1nnc(-c2ccccc2O)n1-c1ccc(C)cc1 (stereo unspecified)	4.5	-2.3	5.8	-10.2	-1.7	0.4	-13.3	-0.1	6.8
CCOC(=O)c1c(C)[nH]c(C(=O)C(C)Cl)c1C (stereo unspecified)	4.2	-4.0	26.2	-1.9	-5.0	-3.0	2.6	5.0	-4.1
O=Cc1c(Nc2ccccc2Cl)nc2ccccn2c1=O	-3.3	-2.9	7.8	25.4	4.6	1.1	6.2	7.0	-1.4
CC1(NC(=O)Cc2ccc(Cl)c(Cl)c2)CCS(=O)(=O)C1 (stereo unspecified)	-8.1	-4.7	nt	2.2	-2.9	-1.9	nt	3.0	11.7
O=C(CN1CCN(C(=O)c2ccccc2)CC1)Nc1cc(S(=O)(=O)N2CCCC2)ccc1Cl	-3.5	-1.6	nt	7.1	10.1	78.1*	nt	2.6	8.2
Nc1ncc(Br)cc1S(=O)(=O)NCCC(=O)NCCc1ccc(Cl)cc1	1.7	1.0	-0.7	15.8	6.3	-1.8	-0.3	1.7	-10.6
N#Cc1cnn2c(-c3cccc(C(F)(F)F)c3)ccnc12	nt	-0.1	-0.9	8.7	-5.7	-2.1	2.1	nt	-6.3

# The list continues.
SMILES	PAFAH2 FP inh	PAD4 inh	GSTO1 inh	ZTA counter	LYPLA2 inh	LYPLA1 counter	EBNA-1 inhibitor	PAFAH1B3 FP inh	PREPL inh
O=C(CC1CCCC1)Nc1cc(S(=O)(=O)N2CCOCC2)ccc1O	82.9*	3.9	nt	-18.2	0.8	6.1	nt	8.5	9.2
Cc1ccc(NC(=O)CN(C)S(=O)(=O)c2cnc[nH]2)cc1C	5.0	4.5	1.1	-1.0	-2.2	-5.5	6.4	-4.4	4.1
N#CCC(=O)N1CCN(C=O)CC1	-4.1	-2.6	5.4	6.8	6.0	4.2	4.9	16.6	-1.1
OC(c1cc(-c2ccc(Cl)cc2)nc2ccccc12)C1CCCCN1 (stereo unspecified)	4.7	-6.8	-6.4	0.6	-7.4	-4.6	13.9	10.7	-75.7

# Bioassay records from PubChem.
